CatL block: inhibitors of human cathepsin L | P07711 | purified cathepsin L, fluorogenic substrate, fluorescence | inhibition, %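 (tested at 10 µM)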 | actives 0.17% (n = 58,000) | AID 460; in the data active = inhibition above about 45%;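 note: 0% = enzyme with no compound and 100% = no enzyme blank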
CatG inh: inhibitors of human cathepsin G; actives 0.2% (n = 62,000); inhibition, % at 5 µM (by protocol); purified enzyme, AMC-tetrapeptide fluorescence, pooled mixtures; P08311; AID 581;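 active = inhibition above 20% in each of the two mixture wells holding the compound; inactive = inhibition of 20% or less in either well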;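 note: 0% = enzyme control without mixture and 100% = blank lacking enzyme; strong numbers were not always called active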
HER2 expr 66K: Her2 kinase expression inhibition. SKBR-3 HER2 protein level, AlphaScreen, 18-24 h; stronger effect = lower value. HER2 level % of control, % at 10 µM. actives 0.69% (n = 65,000). AID 645;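 active = HER2 level under 5% of the carrier-only control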;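 note: 100% = DMSO carrier and 0% = 500 nM PU-H71 HSP90 inhibitor; lower value means stronger loss of Her2 protein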
ROCK2 blocker: ROCK2 (human) kinase inhibition. O75116. purified ROCK2, Kinase-Glo ATP depletion luminescence. inhibition, % at 6 µM. actives 0.35% (n = 60,000). AID 604;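 active = inhibition above the screen-wide mean inhibition plus 3 SD, cut at about 18% in these data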;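 note: plate controls were DMSO wells for no effect and Y-27632 control wells after no-enzyme background subtraction for full effect; many of its hits are not listed in these tables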
C1s block: human complement C1s inhibition; actives 0.16% (n = 62,000); mean inhibition % of two 10-compound mixtures (stronger effect = higher value), % at 5 µM (by protocol); AID 538; P09871; purified C1s, fluorogenic AMC substrate, pooled mixtures;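 active = inhibition above 20% in each of the two 10-compound mixture wells holding the compound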;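 note: 0% = enzyme wells lacking compound mixture and 100% = no-enzyme blank wells; some compounds called inactive have numbers as strong as hits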
CatS block: inhibitors of human cathepsin S | recombinant cathepsin S, AMC dipeptide fluorescence, pooled mixtures | inhibition, %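 (tested at 5 µM per compound within 10-compound mixtures)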 | actives 0.06% (n = 62,000) | AID 501; in the data active = inhibition above about 32%, passing the limit was not always enough;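 note: 0% = enzyme without compound and 100% = blank without enzyme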
CatB mix inh: inhibitors of human cathepsin B in compound mixtures | actives 0.06% (n = 62,000) | P07858 | Purified cathepsin B, AMC dipeptide fluorescence | inhibition, %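 (ten-compound pools at 5 µM per compound and 50 µM total)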; in the data active = inhibition above about 22%, passing the limit was not always enough;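 note: 0% = enzyme without compound and 100% = no enzyme blank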
CatB block: blocks human cathepsin B protease activity; purified cathepsin B, fluorogenic substrate, fluorescence; AID 453; P07858; actives 0.1% (n = 63,000); inhibition, %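 (tested at 10 µM)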; in the data active = inhibition above about 21%;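 note: 0% = enzyme with no compound and 100% = no enzyme blank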
PKA inh: inhibitors of human protein kinase A. P17612. PKA Kemptide phosphorylation, Kinase-Glo ATP luminescence. inhibition, % at 6 µM. actives 0.1% (n = 65,000);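 active = inhibition above the screen-wide mean inhibition plus 3 SD, cut at about 21% in these data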; note: many of its hits are not listed in these tables
Numbers without * were called inactive; nt = not tested or not shown. This is a subset; count on the stated rates, not on these rows.

SMILES | CatL block | CatG inh | HER2 expr 66K | ROCK2 blocker | C1s block | CatS block | CatB mix inh | CatB block | PKA inh
CC1C(=O)CC(c2ccccc2)N(C)C1c1ccccc1 (stereo not given) | 0 | 9 | 87 | 2 | 11 | 0 | -1 | -2 | 11
FC(F)(F)c1cc(-c2ccco2)nc(NCc2cccs2)n1 | 4 | 19 | 32 | nt | 10 | -5 | 2 | 3 | 4
COC(=O)C(Cc1ccc(O)cc1)NC(=O)C(C)Oc1ccccc1 (stereo not given) | -1 | -8 | nt | -1 | -15 | -3 | 2 | 2 | 8
CCCCCCn1c(C(C)NC(=O)c2ccco2)nc2ccccc21 (stereo not given) | 19 | -1 | 68 | 6 | -4 | 4 | -1 | 2 | 7
CCOc1ccc(N(CC(=O)NCCSc2ccccn2)S(C)(=O)=O)cc1 | -5 | 4 | 103 | -2 | 3 | -2 | -2 | 2 | -5
O=C(NS(=O)(=O)c1ccc2c(c1)OCCO2)c1ccccc1 | 21 | -2 | 76 | nt | -13 | 8 | 3 | 7 | 4
CCN(CC)CCCNC(=O)c1cn(C)c2ccc(S(=O)(=O)N(C)C)cc2c1=O | 9 | 8 | 74 | 2 | 12 | -6 | 1 | 2 | 0
O=C(CN1CCC(O)(c2ccc3c(c2)OCO3)CC1)OC1CCCCC1 | 1 | 9 | 104 | 5 | -39 | -1 | 3 | -2 | 1
CCc1nnc(NC(=O)C2CCCN2C(=O)NC2CCCCC2)s1 (stereo not given) | 17 | 7 | 82 | 4 | 4 | -2 | 1 | 6 | 15
O=C(NCC1CCCO1)c1cccc(N2CCCC2=O)c1 (stereo not given) | -7 | 5 | 76 | 1 | 10 | -7 | 7 | -3 | -2
CC1CN(C(=O)COC(=O)c2cccs2)CC(C)O1 (stereo not given) | 3 | 3 | 82 | -2 | 0 | -17 | -2 | -3 | -2
COc1cccc(C(=O)Nc2c3c(nn2-c2cccc(C)c2C)CS(=O)(=O)C3)c1OC | 2 | 0 | 119 | nt | -1 | 12 | -1 | 3 | -4
Cc1ccc(NC(=O)CCC(=O)O)cc1F | 10 | 5 | 92 | 6 | -9 | 5 | 4 | nt | 9
O=C(c1ccccc1F)N1CCc2ccccc21 | 15 | 10 | 100 | 6 | 16 | -6 | -2 | 3 | 10
COc1ccc(-c2nc3c(n2O)CCC/C3=N\O)cc1 | 7 | 10 | 116 | nt | 9 | -7 | 6 | nt | nt
CCc1ccc(-c2nc(CSCC(=O)N3CCN(c4ncccn4)CC3)c(C)o2)cc1 | -4 | 9 | 80 | 6 | 6 | 5 | 3 | 0 | 5
Cc1ccc(C(C)NC(=O)C2CCCO2)cc1C (stereo not given) | 10 | 23 | 100 | -1 | -41 | 16 | -3 | 2 | -1
CCn1c(SCC(=O)c2cc(OC)ccc2OC)nnc1C(C)C | -3 | 1 | 156 | 3 | 0 | -5 | 4 | -4 | 5
Cc1ccc(-c2nc(NC(=O)CSc3nnc4scc(-c5ccccc5)n34)ns2)cc1 | 18 | 2 | nt | -1 | 6 | 14 | 0 | 0 | 1
O=C(c1cc(F)c(F)cc1Cl)N1CCOCC1 | nt | -1 | 93 | 2 | -27 | -2 | 3 | nt | 0
CCCCOc1ccc(-c2c(C#N)c(N)nc(SCC(N)=O)c2C#N)cc1 | 2 | 12 | 38 | 7 | 5 | 0 | -1 | 1 | 4
COc1ccc(OC)c(CNC(=O)C2CCCN(C(=O)N(C)C)C2)c1 (stereo not given) | -13 | -3 | 131 | -3 | 2 | -6 | 0 | 2 | 8
COc1ccc(C(=O)C2CCN(S(=O)(=O)c3ccc4c(c3)OCCO4)CC2)cc1 | 14 | 7 | 85 | 4 | 3 | 4 | 3 | 2 | 6
O=C(CCn1c(=O)c2sccc2n(CC(=O)OCc2ccccc2)c1=O)NCc1ccco1 | 26 | -6 | 92 | 5 | -15 | 19 | 0 | 6 | 13
COCCNC(=O)CN(C(=O)Cn1nnc2ccccc21)c1ccccc1 | -1 | 6 | 103 | -1 | 4 | -1 | -1 | 1 | -2
CC(=O)N1C(=O)N(C(C)=O)C2C1N(C(C)=O)C(=O)N2C(C)=O (stereo not given) | 14 | 7 | 98 | 8 | -6 | 1 | -4 | -3 | 9
CC(C)(CN=C1NS(=O)(=O)c2ccccc21)CNC(=O)CN1C(=O)c2ccccc2C1=O | 1 | -3 | 102 | 1 | 2 | 2 | 2 | -1 | 0
COc1ccccc1Nc1nc(N)nc(-c2cc3ccccc3o2)n1 | -6 | -9 | 59 | 0 | -25 | -8 | 5 | 2 | 4
CCOC(=O)CNS(=O)(=O)c1ccc(C(=O)O)cc1 | 17 | 10 | 108 | 6 | 11 | -3 | 3 | 1 | 0
O=C(Nc1cccnc1)c1ccc2c(c1)OCO2 | 1 | 3 | 118 | -2 | 5 | 8 | 3 | 3 | -2
COc1ccc(C(C(=O)NC2CCCC2)N(CCN(C)C)C(=O)c2snc(C(N)=O)c2N)cc1 (stereo not given) | -3 | -4 | 217 | 0 | 1 | -4 | 1 | 0 | 6
Cc1ccccc1-c1ccc(Nc2ccc(N3CCOCC3)cc2)nn1 | 13 | 2 | 66 | nt | 7 | 3 | 0 | -7 | 12
O=C(Nc1nncs1)c1ccc(Br)c(S(=O)(=O)N2CCCC2)c1 | 6 | 8 | 83 | -3 | -6 | 14 | 4 | 2 | -3
Cc1cc(N2CCN(c3ccccc3)CC2)nc(NCc2ccccc2)n1 | -1 | 3 | 65 | 3 | -2 | 19 | 10 | 0 | 1
CCOC(=O)CCc1c(C)c2ccc(OCC(=O)OC(C)C)cc2oc1=O | -2 | 0 | 106 | -1 | -7 | 16 | -1 | 3 | -3
OCCN1CCN(C(c2cccs2)c2ccc3cccnc3c2O)CC1 (stereo not given) | -8 | 11 | 48 | -4 | 16 | -4 | 3 | 2 | -3
CCOC(=O)c1c(-c2cccs2)csc1NC(=O)CCCC(=O)O | 5 | 12 | 98 | 2 | 1 | 3 | 3 | -1 | 0
COc1cc(OC)nc(NC(=O)NS(=O)(=O)c2ccc(OC(F)(F)F)cc2)n1 | 8 | 7 | 106 | 2 | 13 | 3 | 5 | 3 | 1
CCOc1ccc(Cl)cc1S(=O)(=O)n1nnc2ccccc21 | -20 | -15 | 97 | 1 | -11 | -11 | -2 | 0 | -2
CCCCCCn1c(N2CCC(C(N)=O)CC2)nc2c1c(=O)n(C)c(=O)n2C | -3 | 3 | 114 | 1 | 2 | 7 | 7 | -4 | 0

Full records from above. Order of screens: CatL block, CatG inh, HER2 expr 66K, ROCK2 blocker, C1s block, CatS block, CatB mix inh, CatB block, PKA inh
CC(C)(CN=C1NS(=O)(=O)c2ccccc21)CNC(=O)CN1C(=O)c2ccccc2C1=O is listed with 1, -3, 102, 1, 2, 2, 2, -1, 0
COc1cc(OC)nc(NC(=O)NS(=O)(=O)c2ccc(OC(F)(F)F)cc2)n1 is listed with 8, 7, 106, 2, 13, 3, 5, 3, 1
COc1ccc(C(=O)C2CCN(S(=O)(=O)c3ccc4c(c3)OCCO4)CC2)cc1 is listed with 14, 7, 85, 4, 3, 4, 3, 2, 6
CCOC(=O)c1c(-c2cccs2)csc1NC(=O)CCCC(=O)O is listed with 5, 12, 98, 2, 1, 3, 3, -1, 0
CC(=O)N1C(=O)N(C(C)=O)C2C1N(C(C)=O)C(=O)N2C(C)=O (stereo not given) is listed with 14, 7, 98, 8, -6, 1, -4, -3, 9

The main list resumes; the 5 compounds before the break are reprinted first.
SMILES | CatL block | CatG inh | HER2 expr 66K | ROCK2 blocker | C1s block | CatS block | CatB mix inh | CatB block | PKA inh
OCCN1CCN(C(c2cccs2)c2ccc3cccnc3c2O)CC1 (stereo not given) | -8 | 11 | 48 | -4 | 16 | -4 | 3 | 2 | -3
CCOC(=O)c1c(-c2cccs2)csc1NC(=O)CCCC(=O)O | 5 | 12 | 98 | 2 | 1 | 3 | 3 | -1 | 0
COc1cc(OC)nc(NC(=O)NS(=O)(=O)c2ccc(OC(F)(F)F)cc2)n1 | 8 | 7 | 106 | 2 | 13 | 3 | 5 | 3 | 1
CCOc1ccc(Cl)cc1S(=O)(=O)n1nnc2ccccc21 | -20 | -15 | 97 | 1 | -11 | -11 | -2 | 0 | -2
CCCCCCn1c(N2CCC(C(N)=O)CC2)nc2c1c(=O)n(C)c(=O)n2C | -3 | 3 | 114 | 1 | 2 | 7 | 7 | -4 | 0
COCCOC(=O)c1c(C)oc2ccc(OCc3cc(C(=O)OC)oc3C)cc12 | -1 | 3 | 86 | 10 | -4 | -4 | -3 | 6 | 14
c1ccc2[nH]c(CN3CCN(c4ncnc5c4oc4ccccc45)CC3)nc2c1 | nt | 10 | 82 | -5 | 15 | -1 | 3 | 1 | -4
Cc1cccc2cc(C#N)c(NCCNS(=O)(=O)c3ccc4c(c3)OCCO4)nc12 | -13 | 0 | 105 | -1 | -9 | -6 | -5 | -5 | -1
O=C(CSc1nnc(CSc2nc3ccccc3s2)o1)NC1CCCCC1 | nt | -1 | 125 | 5 | 1 | 17 | 1 | -4 | 7
COc1ccccc1N1C(=O)CCC1(C#N)c1ccccc1 (stereo not given) | 2 | -7 | 92 | 4 | -3 | 3 | 3 | 5 | 12
COc1cccc(C(=O)CN2C(=O)C(C)(C)Oc3ccc(C(=O)N4CCCCCC4)cc32)c1 | -5 | 3 | 89 | 5 | -51 | -13 | 1 | 3 | 9
CCOc1ccc(N=C2NC(=O)C(CC(=O)O)S2)cc1 (stereo not given) | 8 | 7 | 113 | 6 | 12 | -4 | 0 | 3 | 6
CC(C)C(NC(=O)OCc1ccccc1)C(=O)NCC(=O)OC(C)(C)C (stereo not given) | 3 | 4 | 97 | 5 | -28 | -7 | 4 | 0 | 8
COC(=O)CSc1nnc(CNS(=O)(=O)c2ccc(C)cc2)n1C | -1 | 11 | 100 | -3 | 11 | -17 | 3 | -2 | -6
Cc1ccc2c(c1)N(CCCC(=O)NCCC1=CCCCC1)C(=O)CO2 | -13 | 0 | 90 | 0 | 1 | 0 | 2 | 2 | -9
O=c1cc(Cn2ccnc2)c2cc3c(cc2o1)CCC3 | nt | 5 | 97 | 4 | 2 | -5 | -3 | -1 | 5
c1ccc(-c2ccc(OCCCn3cncn3)cc2)cc1 | -14 | 10 | 85 | -2 | 2 | 2 | -7 | 1 | 2
CCCOc1ccc(Cc2nn[nH]n2)cc1 | 20 | nt | 128 | -10 | nt | nt | nt | 2 | 1
CCCOc1cccc(-c2nnc(N)s2)c1 | 0 | 3 | 122 | 1 | -20 | 10 | 0 | 7 | 2
COc1cccc(C(=O)N2CCN(Cc3ccco3)CC2)c1OC | nt | 1 | 100 | 4 | -4 | 17 | 1 | 3 | 2
CCOC(=O)c1c(C)[nH]c(C)c1C(=O)COC(=O)CNC(=O)c1ccc(OCC)cc1 | 23 | 12 | 88 | 4 | 15 | -10 | 10 | 9 | 7
